Screening data as filed in PubChem BioAssay.
JMJD2C inh – inhibitors of GASC-1 histone demethylase, primary screen, biochemical, fluorescence, DELFIA europium; Lysine-specific demethylase 4C (Homo sapiens), Q9H3R0; GST-JMJD2C(1-420) H3K9me3 demethylation; inhibition, % at 2.35 µM; 0.069% of 330,000 active; AID 2099, 2009;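 active means more than half of a compound's replicate wells show inhibition beyond 50%, single wells judged on their own value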;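 further: signal counts dimethyl H3K9 product captured on neutravidin plate; 0% = median of DMSO wells and 100% = 0.3 times that DMSO median; strong numbers were not always called active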
Target sequence (Q9H3R0 1-420 limits assumed): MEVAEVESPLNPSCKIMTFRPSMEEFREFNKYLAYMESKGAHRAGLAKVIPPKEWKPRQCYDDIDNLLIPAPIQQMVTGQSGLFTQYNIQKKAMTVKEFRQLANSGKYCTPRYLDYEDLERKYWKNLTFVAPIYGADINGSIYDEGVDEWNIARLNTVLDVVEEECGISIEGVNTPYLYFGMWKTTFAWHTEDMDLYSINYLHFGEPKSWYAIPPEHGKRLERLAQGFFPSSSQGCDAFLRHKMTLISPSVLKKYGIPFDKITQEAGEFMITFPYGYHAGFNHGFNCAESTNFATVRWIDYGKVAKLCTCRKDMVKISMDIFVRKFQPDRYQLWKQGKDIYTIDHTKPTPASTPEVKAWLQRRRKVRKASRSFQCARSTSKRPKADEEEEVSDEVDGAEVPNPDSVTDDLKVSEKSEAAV
PP1 counter – PP1-alpha phosphatase inhibitors, primary screen, counter-screen for PP5 inhibitor project, biochemical, fluorescence, OMFP substrate, single point; purified PP1alpha; AID 2235, 2010; inhibition, % at 6.7 µM; Serine/threonine-protein phosphatase PP1-alpha catalytic subunit (Homo sapiens), P62136; 0.9% of 320,000 active;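 active means inhibition above the mean inhibition of all tested compounds plus 3 SD, computed separately for each screening campaign, cut at about 15% in these data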
Target sequence (P62136 whole entry, looked up): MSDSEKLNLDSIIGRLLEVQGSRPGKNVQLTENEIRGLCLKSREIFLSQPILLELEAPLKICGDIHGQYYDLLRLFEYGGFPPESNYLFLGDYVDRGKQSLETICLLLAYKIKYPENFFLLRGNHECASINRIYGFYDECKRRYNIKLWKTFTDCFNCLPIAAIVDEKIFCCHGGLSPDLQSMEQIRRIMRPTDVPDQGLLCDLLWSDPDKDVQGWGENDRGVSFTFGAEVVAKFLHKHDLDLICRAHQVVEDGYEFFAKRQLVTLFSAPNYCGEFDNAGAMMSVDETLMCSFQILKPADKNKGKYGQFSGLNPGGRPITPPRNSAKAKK
PREPL inhibitor – PREPL enzyme inhibitors, primary screen, biochemical, fluorescence polarization | recombinant PREPL, fluorescence polarization activity-based probe | inhibition, % at 5.96 µM | 0.68% of 320,000 active | AID 2751, 2010; in the data active means inhibition above about 43%;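 further: 0% = enzyme with DMSO and 100% = wells lacking enzyme; many of its hits are not listed in these tables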
Efflux pump inh – inhibitors of Candida efflux pumps in yeast, primary screen, S. cerevisiae, Nile Red, multiplex; AID 485275, 2010; S. cerevisiae Candida pump triplex; inhibition, % at 10 µM; 0.44% of 330,000 active;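 active means plate passing quality check with inhibition over a set limit, or well fluorescence over plate mean plus 4 SD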;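 further: Nile Red retained in pooled yeast measured as flow cytometry median fluorescence; 0% = buffer negative control and 100% = Enniatin B positive control; higher means more Nile Red kept so more efflux inhibition; some compounds called inactive have numbers as strong as hits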
PP5 inh – PP5 phosphatase inhibitors, primary screen, biochemical, fluorescence; inhibition, % at 6.7 µM; Serine/threonine-protein phosphatase 5 (Homo sapiens), P53041; AID 1987, 2009; 0.18% of 320,000 active; purified PP5c, OMFP substrate fluorescence;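 active means inhibition above the campaign's mean inhibition across all tested compounds plus 3 SD, cut at about 9.5% in these data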;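 further: 0% = DMSO only and 100% = 100 µM cantharidin control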
core dimer inh – inhibitors of HCV core protein dimerization, primary screen, biochemical, TR-FRET, high-throughput. TR-FRET GST/Flag-core106 dimerization, 1536-well. 0.33% of 300,000 active. inhibition, % at 5 µM;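 active means inhibition above the mean of all tested compounds plus 3 SD, set per screening campaign, cut at about 45% in these data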
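Assay system – GST-tagged and Flag-tagged HCV core protein residues 1-106 · Quantity – core106 proteins, GST 13.5 nM and Flag 17 nM · Benchmarks – unlabelled core106 and no-GST-core106 wells · Read-out basis – percent inhibition of core106 dimerization signal · Detection – time-resolved FRET, ex 340 nm, em 617 and 671 nm · Schedule – 4 h at 22.5 °C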
LYPLA2 inh – LYPLA2 inhibitors, primary screen, counter-screen for PME1 inhibitor project, biochemical, fluorescence polarization, FP-Rh probe ABPP; recombinant LYPLA2; inhibition, % at 5.9 µM; Acyl-protein thioesterase 2 (Homo sapiens), O95372; AID 2177, 2009; 0.38% of 320,000 active;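 active means inhibition above the screen-wide mean plus 3 SD, limit set per campaign, cut at about 26% in these data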;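 further: 0% = LYPLA2 with DMSO and 100% = wells lacking LYPLA2 enzyme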
Target sequence (O95372 whole entry, looked up): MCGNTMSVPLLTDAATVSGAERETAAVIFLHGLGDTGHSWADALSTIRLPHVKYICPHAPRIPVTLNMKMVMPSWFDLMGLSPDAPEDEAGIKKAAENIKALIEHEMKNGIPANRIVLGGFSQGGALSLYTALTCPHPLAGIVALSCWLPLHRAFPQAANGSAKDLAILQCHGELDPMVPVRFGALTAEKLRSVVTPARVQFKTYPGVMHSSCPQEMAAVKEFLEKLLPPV
TPT1 inhibitor – Candida albicans TPT1 enzyme inhibitors, primary screen, biochemical, fluorescence polarization | tRNA 2'-phosphotransferase TPT1 (Candida albicans SC5314) | recombinant caTPT1, FP RNA substrate dephosphorylation | inhibition, % at 5 µM | 0.81% of 300,000 active | AID 1962, 2009;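 active means inhibition above the mean of all tested compounds plus 3 SD, set per screening campaign, cut at about 24% in these data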;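 further: plate controls were DMSO alone for no effect and ferristatin control at 100 nM for full effect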
CTSL1 counter – Fasciola hepatica cathepsin L1 inhibitors, primary screen, counter-screen for PFM18AAP inhibitor project, biochemical, QFRET, fluorogenic peptide substrate; 0.49% of 300,000 active; recombinant F. hepatica cathepsin L1, Z-Leu-Arg-MCA fluorescence; inhibition, % at 5.96 µM; AID 1906, 2009;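 active means inhibition above the mean of all tested compounds plus 3 SD, set per screening campaign, cut at about 17% in these data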;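 further: 0% = plate median of test compound wells and 100% = 1 µM Z-Phe-Ala-diazomethylketone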
Active calls of the source: *; x = not tested or not shown. These rows are one share of the data; the hit share may differ from the screen's.

SMILES	JMJD2C inh	PP1 counter	PREPL inhibitor	Efflux pump inh	PP5 inh	core dimer inh	LYPLA2 inh	TPT1 inhibitor	CTSL1 counter
O=C(NCc1ccccc1)NC(=O)c1ccccc1F	3	-1	-11	0.1	2.6	-2	7	2	0
O=C(O)c1cccc(Oc2cccc(Cl)n2)c1	-7	-1	-4	-0.1	-0.6	-2	0	-9	-1
N=c1n(CCCOc2ccc(F)cc2)c2ccccc2n1CC(N)=O	2	0	-51	-0.1	-0.7	0	5	-5	0
Clc1cc(NCc2cccs2)ccc1N1CCOCC1	153	4	22	0.2	-5.3	1	3	-2	5
CCc1cc2c(=O)nc3n(c2s1)Cc1ccccc1/C3=C(/O)c1ccccc1Cl	1	-5	6	0.1	1.2	20	-3	-4	2
Cc1cccn2c(=O)c3cc(C(N)=S)c(=N)n(CCCOC(C)C)c3nc12	7	10	19	0.2	0.6	6	-5	8	-4
O=C(COc1ccc(Cl)cc1)Nc1ccc(N2CCN(C(=O)c3ccco3)CC2)cc1	-2	0	49*	0.0	2.5	1	6	-2	0
O=S(=O)(NCCOCCNS(=O)(=O)c1ccccc1)c1ccccc1	-7	3	-1	0.4	2.0	-6	-8	5	-2
c1cncc(-c2nnc3n2N=C(c2cccs2)CS3)c1	11	-2	-2	0.1	1.3	-1	6	-2	-2
O=Cc1c(N2CCN(c3cccc(Cl)c3)CC2)nc2ccccn2c1=O	5	1	11	0.1	-0.1	-2	-2	-6	0
CCOc1ccc(OCCC(=O)OCC(=O)Nc2ccc(N3CCOCC3)cc2)cc1	6	-5	18	0.0	1.8	3	11	-3	-9
CCn1c(CSc2nnc3ccccn23)nc2cc(C(=O)O)ccc21	-15	-1	23	-0.1	0.0	-8	43*	-69	0
CCN(CC)CCCNc1nc2ccccc2[nH]1	9	-5	2	-0.3	-0.9	10	1	-2	-5
Cc1ccc(NC(=O)c2ccccc2-c2ccc(C(F)(F)F)cc2)cc1S(=O)(=O)N1CCOCC1	8	3	4	0.0	6.8	10	-17	3	-1
Nc1c(C(=O)NC23CC4CC(CC(C4)C2)C3)sc2nc3c(c(C(F)(F)F)c12)CCC3	0	-1	0	0.0	0.2	-4	-2	3	-1
COc1cc(/C=C/C2=NC(=O)C(C)(C)O2)ccc1O	-13	-2	2	-0.1	-0.9	-8	0	-1	7
CCOC(=O)c1c(-c2cccs2)csc1NC(=O)COC(=O)c1c(C)noc1C	-9	15	4	-0.2	3.6	-7	-11	-1	12
CCOc1ccc(NS(=O)(=O)c2ccc3[nH]cc(C(=O)NC(C)CC)c(=O)c3c2)cc1 (stereo not given)	2	9	0	0.3	3.8	-3	-12	1	0
CCOc1ccccc1NC(=O)c1ccc(-n2cncn2)nc1	3	-2	5	0.1	-1.0	-3	-9	0	4
CCCOc1ccc(C(=O)CCC(=O)NNC(=O)Cn2nc(C)cc2C)cc1	-4	-4	14	-0.2	-1.0	-7	4	1	-7
Fc1ccccc1-n1cn[nH]c1=S	-9	0	10	0.0	-2.6	2	-3	0	-7
CCOc1ccccc1-c1nc(CN2CCC(C(=O)N3CCOCC3)CC2)c(C)o1	10	3	14	-0.2	2.7	19	-3	0	3
Cc1nn(-c2ccccc2)c(C)c1NC(=O)COc1ccc(Br)cc1Cl	-4	2	25	0.0	-0.2	-2	3	1	-2
CC1CN(S(=O)(=O)c2ccc(C(=O)Nc3nccs3)cc2)CC(C)O1 (stereo not given)	8	3	1	0.1	-2.2	1	7	1	-2
CCOc1ccccc1N1C(=O)c2ccc(C(=O)Nc3cccnc3)cc2C1=O	-4	-1	2	0.1	4.7	2	6	-2	-1
CCOc1cc(C(=O)Nc2cc(F)ccc2C)ccc1OCC(=O)N1CCOCC1	0	-1	2	0.0	-0.5	x	1	x	x
Cc1ccccc1-c1nc(-c2ccc(NC(=O)c3ccc4c(c3)OCO4)cc2)no1	3	1	7	-0.1	2.7	6	0	2	1
CCOc1cccc(SCc2noc(C(=O)NCC3CCCO3)c2C(=O)O)c1 (stereo not given)	-11	0	-4	0.2	2.6	-7	1	2	-1
O=C(NNC1CC(=O)N(c2ccc(Cl)cc2)C1=O)c1ccco1 (stereo not given)	4	-2	-1	-0.1	-2.8	-1	2	0	1
O=C(CSc1nc2c(cnn2-c2ccccc2)c(=O)[nH]1)N1N=C(c2cccs2)CC1c1ccc(F)cc1 (stereo not given)	-10	-1	6	-0.1	1.8	-8	-1	-3	0
CC(=O)Nc1ccc(Nc2ccc([N+](=O)[O-])cn2)cc1	-6	1	14	0.2	3.7	-5	4	4	1
CC1CCc2nc3ccc(S(=O)(=O)N4CCC(C(=O)NCc5ccccc5Cl)CC4)cc3c(C(=O)O)c2C1 (stereo not given)	0	3	6	-0.3	2.9	29	10	2	-5
CCn1ccc(=O)c2cc3c(cc21)OCO3	-11	-2	0	0.0	-0.8	0	-4	4	1
CN(Cc1c(C(=O)N/N=C/c2ccc(F)cc2)nnn1-c1nonc1N)C1CCCCC1	3	-2	-4	0.2	0.4	-1	8	1	2
CCN(Cc1ccccc1)c1ccc(/C=N/NS(=O)(=O)c2cccc([N+](=O)[O-])c2)cc1	-8	1	3	-0.1	1.4	18	3	0	1
COc1ccc(N(CC(=O)NCCc2ccc(OC)c(OC)c2)S(=O)(=O)c2c(C)noc2C)cc1	4	-2	0	-0.1	0.5	14	-2	-4	0
COC(=O)CN(C)C(=O)CC1C(=O)NCCN1CC(C)(C)C (stereo not given)	-7	1	3	-0.2	2.8	-2	-1	-5	4
Cc1ccc(-n2ncc3c(SCc4cccc(C)c4)ncnc32)cc1	4	0	0	0.0	0.9	-1	2	1	-2
O=C(O)c1cccc(OCc2ccccc2Cl)c1	8	0	4	-0.2	-0.7	-1	0	2	-1
c1ccc(-c2ccnc3nc(N4CCN(c5ccccc5)CC4)nn23)cc1	-7	1	23	0.0	1.8	9	1	3	2
COc1cc2c3c(c1OC)C1(C=CC(=O)C=C1)CC3N(C(=O)c1ccccc1)CC2 (stereo not given)	16	-4	4	-0.2	-0.4	-4	1	5	1
CC(=O)NC1C(=O)N=C(SCC(=O)Nc2cccc(Cl)c2)NC1=O (stereo not given)	-12	1	0	-0.1	1.0	-3	-2	5	4
CCCCN(C(=O)CCC(=O)Nc1cc(C)on1)C(C(=O)NC(C)(C)C)c1ccccc1Cl (stereo not given)	-11	4	-2	0.1	0.3	1	-5	-1	1
Cc1cc(C)c(OCC(=O)N(Cc2cccs2)C2CCS(=O)(=O)C2)c(C)c1 (stereo not given)	-2	-2	3	-0.1	2.1	6	1	-1	-2
Cc1nnc(SCC(=O)Nc2nccs2)o1	-1	3	0	-0.1	1.4	5	0	-3	4
COc1cc(O)c2c(=O)c3c(OC)c(O)ccc3oc2c1	2	0	-1	0.1	1.0	1	-1	-2	-1
CCCCn1c(N)c(N(CCOC)C(=O)COC(=O)COc2cc(C)c(Cl)cc2C(C)C)c(=O)[nH]c1=O	-8	-5	5	-0.1	0.2	5	-4	-3	-9
CC(=O)Nc1cccc(NC(=O)c2ccc(Br)cc2)c1	22	-5	6	-0.2	-1.8	1	0	-4	1
O=C(NCC1CCCO1)c1ccc(N2CCCCC2)c([N+](=O)[O-])c1 (stereo not given)	-3	-3	-11	-0.1	-1.5	-3	1	1	-5
Cc1cc(C(=O)Cn2nc(C(=O)O)c3ccccc3c2=O)c(C)n1CC(F)(F)F	1	-16	1	0.2	3.2	6	-9	3	-2
COC(=O)c1cccc(N(CC(=O)NC2CCCCC2)C(=O)CNC(=O)c2cccs2)c1	-4	2	3	0.2	1.1	-2	6	0	-1
CS(=O)(=O)N(CC(=O)Nc1ccc2c(c1)OCCO2)Cc1ccc(Cl)cc1	0	5	-12	0.1	1.5	-3	4	-1	0
Cc1cc(/C=N/NC(=O)COc2cccc3cccnc23)c(C)n1-c1ccc(O)cc1	0	5	27	-0.2	0.7	21	3	0	-1
C=CCNc1oc(C2CCCC2)nc1C#N	-3	-1	4	-0.1	-0.4	x	2	x	x
CC(C)CC(O)C1CCN(C(=O)CCc2nnc(-c3ccccc3)o2)CC1 (stereo not given)	x	-4	6	0.0	-1.5	-1	5	-1	2
CCn1c(=O)c(C(=O)CN2CCOCC2)c(N)n(Cc2ccccc2)c1=O	9	-6	5	0.2	1.9	-11	-1	0	1
COCc1cc(C)nc(SCc2ccccc2)c1C#N	-2	3	15	0.2	2.6	-3	1	-1	2
O=C(COc1ccccc1Cl)NCCNC(=O)c1cnccn1	7	-2	-5	-0.2	0.9	5	2	-2	-2
CCn1c(SCc2ccc(C(=O)OC)o2)nnc1-c1c[nH]c2ccccc12	-6	-1	-8	-0.1	4.5	-9	2	1	-2
O=C(CNC(=S)N(Cc1ccccc1Cl)C1CCCC1)NCCN1CCOCC1	3	-1	-9	0.1	1.3	-4	-1	2	-1

Next part (4 carried over from the part before).
SMILES	JMJD2C inh	PP1 counter	PREPL inhibitor	Efflux pump inh	PP5 inh	core dimer inh	LYPLA2 inh	TPT1 inhibitor	CTSL1 counter
COCc1cc(C)nc(SCc2ccccc2)c1C#N	-2	3	15	0.2	2.6	-3	1	-1	2
O=C(COc1ccccc1Cl)NCCNC(=O)c1cnccn1	7	-2	-5	-0.2	0.9	5	2	-2	-2
CCn1c(SCc2ccc(C(=O)OC)o2)nnc1-c1c[nH]c2ccccc12	-6	-1	-8	-0.1	4.5	-9	2	1	-2
O=C(CNC(=S)N(Cc1ccccc1Cl)C1CCCC1)NCCN1CCOCC1	3	-1	-9	0.1	1.3	-4	-1	2	-1
O=C(Nc1nnc(COc2ccccc2)s1)Nc1ccccc1F	17	6	10	0.0	0.6	-4	-3	0	15
CCCC(=O)NC(C)c1nc2ccccc2n1C (stereo not given)	-1	-1	-4	-0.1	-0.8	-2	2	-1	-2
CCOC(=O)CSc1nnc(NC(=O)c2cccc(S(=O)(=O)N3CCCCCC3)c2)s1	-6	-4	1	0.1	-0.9	9	0	4	4
C=CCn1c(CSc2nc3ccccc3s2)n[nH]c1=S	1	-5	-4	0.1	2.4	-8	-1	3	2
Cc1cc(C)cc(NC(=O)CSc2nnc(-c3ccccc3)n2N)c1	9	-5	-1	0.1	2.4	-1	0	4	1
C#CC1CCCCC1NC(=O)Nc1cnccc1C(F)(F)F (stereo not given)	-2	-1	3	0.1	-1.7	-2	0	1	-2
COc1ccc(S(=O)(=O)N2CCN(C(=O)NC3CCCCC3)CC2)cc1OC	4	-2	4	0.7	0.9	-1	3	1	1
Cc1ccc(Oc2ccc3c(c2)C(=O)N(c2ccc(S(=O)(=O)Nc4nccs4)cc2)C3=O)cc1	5	15	20	-0.1	6.4	23	63*	3	1
